# Screening results deposited in PubChem BioAssay by National Center for Advancing Translational Sciences (NCATS).
# HBB splicing: modulators of hemoglobin beta chain splicing; actives 0.06% (n = 65,000); AID 925; HBB splicing reporter cell assay, activation; EGFP reporter with mutant IVS2-654 intron; response scale: normalised to 500 nM splice-correcting PNA; Potency, µM (highest dose often 46.1 µM), without a hit: at the top dose activation, most hits filed as activators; further: potency means the concentration at half of the fitted maximal effect; 0% is about no effect
#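 HeLa cells stably expressing EGFP interrupted by mutant beta-globin intron 2 (IVS2-654), 500/well in 2% FCS. Treated with compound for 2 days at 37C. Splicing correction scored as total well GFP intensity (488 nm excitation, 500-520 nm emission); 500 nM antisense PNA served as control.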
# Rhodamine autofl: rhodamine region autofluorescence; Rhodamine-region fluorescence, 547/598 nm, Tris buffer; active compounds read high; AID 594; max dye-equivalent concentration, M; actives 0.05% (n = 59,000); in the data active means max dye-equivalent concentration above about 11 nM; inconclusive means between about 1.1 nM and that limit
#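 Steps: pin-transfer compounds into pH 8.0 Tris (100 mM), hold 15 min at room temperature, image with a 547/598 nm filter pair, and convert intensities to rhodamine-equivalent concentration using a six-point on-plate rhodamine series.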
# Hsp90 Hop PPI: changes Hsp90-Hop TPR2A binding signal, up or down; AID 595; AlphaScreen TPR2A-His6 binding biotin-Hsp90 C-terminal peptide; Potency, µM (top dose mostly 57 µM), without a hit: at the top dose activity change, negative = inhibition; actives 0.44% (n = 71,000); active means well fitted curve in either direction with a large enough effect; inconclusive means small, poorly fitted or top-dose-only effect, or another doubt; further: potency means the concentration at half of the fitted maximal effect; on the % scale 0 is the no-effect control and ±100 the full control effect; many of its hits are not listed in these tables
# CRE Fsk mod: modulators of forskolin-stimulated CRE signaling in CHO cells | CHO CRE-bla reporter (cAMP response element driving beta-lactamase), forskolin EC10, beta-lactamase ratio | Potency, µM (top dose mostly 38.2 µM), for the others: top-dose activity change, negative = inhibition, actives largely listed as activators | actives 2.5% (n = 71,000) | AID 662; active means well fitted activation curve with a large enough effect in the signal ratio, with a control signal flat, not every such curve was filed as active; inconclusive means small, poorly fitted or top-dose-only effect, or effect the other way, or a change in a side signal; the % refers to the signal ratio; further: potency means the concentration at half of the fitted maximal effect; % of control where 0% means no effect
#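 CRE-bla CHO cells stimulated with EC10 NKH 477 (water-soluble forskolin) and compound titrations, 3 h at 37C; beta-lactamase read with CCF4 after 2 h at room temperature. Activity from 460/530 nm emission ratio, AC50 values for positive or negative modulation.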
# HADH2 inhib: blocks human hydroxyacyl-CoA dehydrogenase type II; AID 886; Q99714; Potency, µM (series often up to 57.1 µM), for inactives: top-dose activity change, negative = inhibition, usual class: inhibitors; actives 3.4% (n = 73,000); recombinant HADH2, NADH fluorescence, beta-hydroxybutyryl-CoA; further: potency means the concentration at half of the fitted maximal effect; on the % scale 0 is the no-effect control and ±100 the full control effect; nearly all actives have a fitted effect of over 60% in size; many of its hits are not listed in these tables
# Target sequence (Q99714 whole entry, looked up, one chain of several): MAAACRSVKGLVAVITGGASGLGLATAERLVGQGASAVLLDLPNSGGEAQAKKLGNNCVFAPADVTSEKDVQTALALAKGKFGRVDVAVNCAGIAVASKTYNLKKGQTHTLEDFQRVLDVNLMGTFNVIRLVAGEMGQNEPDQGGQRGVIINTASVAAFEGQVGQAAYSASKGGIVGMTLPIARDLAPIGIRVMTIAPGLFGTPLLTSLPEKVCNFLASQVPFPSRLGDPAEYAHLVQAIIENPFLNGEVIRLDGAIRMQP
#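 NADH fluorescence (ex 360/em 450 nm) read every 30 s for 4 min; activity taken as last-minus-first time point difference. Enzyme 20 nM, NAD+ 1 mM, beta-hydroxybutyryl-CoA 90 uM, pH 9.0 Tris buffer.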
# ALOX15 inhib: inhibitors of human 15-lipoxygenase (ALOX15). actives 1.4% (n = 74,000). purified 15hLO-1, xylenol orange hydroperoxide absorbance. Potency, µM (series often up to 57.1 µM), without a hit: at the highest dose activity change, negative = inhibition, hits mostly inhibitors. P16050. AID 887; further: potency means the concentration at half of the fitted maximal effect; on the % scale 0 is the no-effect control and ±100 the full control effect; nearly all actives have a fitted effect of over 55% in size
#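 Purified human 15hLO-1 (40 nM final) in 25 mM Hepes pH 7.5, 0.01% Triton X-100 was preincubated with compound 15 min at room temperature, then reacted 6 min with 50 uM arachidonic acid; hydroperoxide detected by Fe-XO, 573/405 nm absorbance ratio.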
# DNA Pol III inh: blocks replication by bacterial DNA polymerase III holoenzyme; Potency, µM (highest dose often 57.1 µM), for the others: at the top dose activity change, negative = inhibition; actives 0.25% (n = 71,000); AID 603; reconstituted DNA polymerase III holoenzyme replication, biochemical; further: potency means the concentration at half of the fitted maximal effect; on the % scale 0 is the no-effect control and ±100 the full control effect
#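 Reconstituted *E. coli* holoenzyme (0.35 nM Pol III, 1 nM beta, 154 nM SSB, 2 nM primase) was preincubated with compound for 15 min at RT. Synthesis on 1.4 nM ssM13Gori ran 35 min, then was stopped with PicoGreen/EDTA and read as dsDNA fluorescence.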
# Luciferase inh: inhibitors of firefly luciferase; AID 411; purified firefly luciferase, luminescence, 8 min; actives 2.2% (n = 72,000); Potency, µM (top dose mostly 57.1 µM), for inactives: top-dose activity change, negative = inhibition, usual class: inhibitors; P08659; further: potency means the concentration at half of the fitted maximal effect; on the % scale 0 is the no-effect control and ±100 the full control effect; nearly all actives have a fitted effect of over 40% in size
#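 Titration-based qHTS; buffer 50 mM imidazole pH 7.2, 50 mM KCl, 7 mM MgCl2, 10 uM ATP, 0.01% Tween 20, 0.05% BSA; luciferase/luciferin detector mix added after compound; 8 min, ambient; luminescence.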
# Texas Red fluor: compounds fluorescent in Texas Red spectral region. Compound fluorescence, Texas Red channel, 547/618 nm; active compounds read high. max dye-equivalent concentration, M. actives 0.06% (n = 59,000). AID 587; in the data active means max dye-equivalent concentration above about 10 nM; inconclusive means between about 1.1 nM and that limit
#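 Pin-transferred compounds and Texas Red standards go into 100 mM Tris buffer, pH 8.0. After 15 min at room temperature, plates are imaged with 547/618 nm filters. Each value is a dye-equivalent concentration derived from the per-plate dye curve.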
# ERK AVP inh: blocks ERK signaling stimulated by vasopressin; HEK293-V1b, vasopressin-stimulated pERK AlphaScreen; Potency, µM (top dose mostly 57.5 µM), for the others: top-dose activity, negative = inhibition, usual class: inhibitors; actives 0.99% (n = 72,000); AID 995; further: potency means the concentration at half of the fitted maximal effect; on the % scale 0 is the no-effect control and ±100 the full control effect; nearly all actives have a fitted effect of over 55% in size
#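 Phosphorylated ERK1/2 detected via AlphaScreen bead proximity in lysates of V1b-expressing HEK293 cells given 25 nM vasopressin for 5 min after 30 min compound exposure (37 °C). AC50 from Hill equation; basal DMSO 0%, vasopressin 100%.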
# Tau filament bind: tau filament binding. AID 596. recombinant tau filaments, thioflavin S fluorescence, 15 h; filaments grown with octadecylsulfate alongside compound. P10636. Potency, µM (series often up to 57.1 µM), inactives show at the top dose activity change, negative = inhibition. actives 2% (n = 71,000);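 further: potency means the concentration at half of the fitted maximal effect; on the % scale 0 is the no-effect control and ±100 the full control effect; actives lower thioflavin S fluorescence by blocking filaments or displacing dye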
# Target sequence (P10636 whole entry, looked up): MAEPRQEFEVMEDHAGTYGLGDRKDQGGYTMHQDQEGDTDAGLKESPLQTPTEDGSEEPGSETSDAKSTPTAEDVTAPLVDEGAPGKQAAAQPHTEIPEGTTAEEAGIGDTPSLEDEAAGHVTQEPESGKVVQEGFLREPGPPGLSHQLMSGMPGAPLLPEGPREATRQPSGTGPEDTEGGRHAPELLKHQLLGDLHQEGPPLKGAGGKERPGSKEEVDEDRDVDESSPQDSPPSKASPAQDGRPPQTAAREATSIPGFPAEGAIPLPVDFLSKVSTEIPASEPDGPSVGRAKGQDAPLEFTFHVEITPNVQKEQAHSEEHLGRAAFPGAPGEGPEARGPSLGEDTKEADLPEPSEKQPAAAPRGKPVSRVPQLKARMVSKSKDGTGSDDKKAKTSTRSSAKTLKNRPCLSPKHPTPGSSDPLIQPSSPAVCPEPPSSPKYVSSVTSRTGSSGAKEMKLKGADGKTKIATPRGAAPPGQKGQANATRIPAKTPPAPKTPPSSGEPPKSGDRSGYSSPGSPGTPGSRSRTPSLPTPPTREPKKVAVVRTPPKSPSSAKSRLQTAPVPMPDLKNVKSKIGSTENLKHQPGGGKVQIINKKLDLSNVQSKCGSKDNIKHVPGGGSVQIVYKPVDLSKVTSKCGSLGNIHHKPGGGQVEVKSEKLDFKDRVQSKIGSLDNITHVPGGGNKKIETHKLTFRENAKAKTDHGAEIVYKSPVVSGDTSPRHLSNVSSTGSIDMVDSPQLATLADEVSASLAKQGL
#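 His-tagged recombinant human tau (exons 2, 3, 10; 1 uM final) fibrillized with 30 uM sodium octadecylsulfate, 15 h at 37 C, in pH 7.4 HEPES buffer with 10 uM thioflavine S and 5 mM DTT. Reduced ThS fluorescence (450/510 nm) marks activity.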
# Numbers without * were called inactive; i = inactive; ? = inconclusive; . = not tested or not shown; [ ] = another dose, or the depositor's remark. Unless noted, the call rests on the fitted dose curve; in most records, active means well fitted curve in the direction sought with a large enough effect; inconclusive means small, poorly fitted or top-dose-only effect, or another doubt; inactive means no such curve, though single readings can be large; an effect the other way counts as inactive or inconclusive.
canonical_smiles,HBB splicing,Rhodamine autofl,Hsp90 Hop PPI,CRE Fsk mod,HADH2 inhib,ALOX15 inhib,DNA Pol III inh,Luciferase inh,Texas Red fluor,ERK AVP inh,Tau filament bind
CCc1ccc(CCC(=O)Nc2ccc(C)c(C)c2)o1,2.8%,i,-3%,?,-4%,-7%,2%,-3%,i,-21%,-17%
COc1cc(C(=O)Nc2nncs2)cc(OC)c1OC,-0.7%[9.22 µM],.,0%,?,0%,-1%,-1%,2%,.,-15%,8%
O=C(CSc1nnc(C2CCCCC2)n1Cc1ccccc1)NCc1ccco1,0.0%[57.5 µM],i,-1%,-13%,-9%,3%,-8%,1%,?,7%,6%
COC(=O)CN1C(=O)C(C)(C)Oc2ccc(C(=O)NC3CC3)cc21,-0.1%[57.5 µM],i,-2%,1%,-2%,5%,-4%,-2%,i,1%,-9%
C/C=C(\C)c1nnc(NC(=O)OCC)s1,-0.1%,i,3%,6%,0%,7%,-4%,-2%,?,-15%,-4%
CC(C)(C)C(=O)Nc1ncc(C(F)(F)F)cc1Cl,1.8%,i,1%,4%,3%,0%,-3%,7%,i,-5%,-2%
CCc1ccc(OCC(O)CN2CCN(c3ccccc3)CC2)cc1 (stereo not given),-0.1%[57.5 µM],i,-1%,-8%,-9%,-20%,1%,4%,i,3%,-6%
COc1ccc(N2CCN(C(=O)c3c(-c4ccccc4)noc3C)CC2)cc1,-0.4%,.,-7%,1%,-6%,-6%,0%,-2%,.,-8%,-14%
CON(C)C(=O)c1nnc2c(n1)[nH]c1ccccc12,0.0%[9.22 µM],.,.,.,1%[11.4 µM],5%[11.4 µM],.,-5%[11.4 µM],.,21%[11.5 µM],.
Cn1c(=O)oc2cc(S(=O)(=O)NCCC(=O)NCCc3ccccc3)ccc21,-1.1%,i,3%,-13%,-4%,7%,-2%,2%,i,21%,4%
c1csc(-n2nc3ccccc3n2)c1,-1.3%[57.5 µM],i,1%,-8%,-11%,6%,5%,-3%,i,-20%,0%
CSc1nc(SCC(=O)NCc2ccco2)c2c3c(sc2n1)COC(C)(C)C3,0.6%,i,-1%,-3%,-2%,7%,-9%,5%,i,7%,6%
COC(=O)CC1SC(=O)NC1=Nc1ccc(C)cc1 (stereo not given),0.5%,i,-3%,-3%,0%,-2%,-4%,0%,i,-7%,3%
CC(C)OC(=O)CSc1nnc(-c2ccc(Cl)cc2)n1N,0.2%[1.84 µM],i,-1%,15%,10%,1%,0%,2%,?,5%,-1%
CCCCn1c(CNC(=O)CCC)nc2ccccc21,1.0%,.,3%,-5%,1%,3%,1%,0%,.,.,-8%
O=C(O)CSCCC(=O)Nc1ccc(F)cc1,1.1%,i,-1%,-8%,-6%,9%,9%,0%,?,1%,-2%
CC(=O)Nc1cccc(OC(=O)c2ccoc2C)c1,-2.0%,i,0%,-5%,-3%,2%,-8%,-4%,i,-9%,-8%
CC1=Nc2ccccc2NC(=O)C1Sc1nnc(C)s1 (stereo not given),2.9%,i,9%,6%,-14%,8%,-3%,0%,i,2%,10%
COc1cc(NC(=O)c2ccc3c(c2)OCO3)c2ncccc2c1,-0.8%,i,-2%,15%,-27%,-5%,0%,-22%,?,-20%,174%
Cc1cc(C)c(OCC(=O)Nc2cccc(O)c2)cc1C,3.7%,i,-2%,-1%,8%,3%,2%,?,i,-18%,80%
CCCn1c(NCc2ccc(N(C)C)cc2)nc2ccccc21,-0.2%,.,-25%,-14%,7%,-3%,-3%,-13%,.,?,?
CC[C@H](C)C(=O)O[C@H]1C[C@@H](C)C=C2C=C[C@H](C)[C@H](CC[C@@H]3C[C@@H](O)CC(=O)O3)[C@H]21,0.6%,i,0%,16%,-5%,?,-3%,1%[25.5 µM],i,-23%,18%
NC(=O)c1sc2nccc(Nc3ccccc3)c2c1N,-0.4%,i,-2%,?,?,?,-2%,-14%,i,?,-21%
CC1=C(C#N)C(c2cccnc2)C2=C(CC(C)(C)CC2=O)N1 (stereo not given),1.3%,.,0%,?,?,-15%,-6%,2%,.,9%,7%
CCOc1ccccc1OCCCC(=O)Nc1ccc(OC)nc1,0.0%[57.5 µM],i,-3%,-7%,25%,-8%,?,0%,i,-16%,4%

# Carrying on:
canonical_smiles,HBB splicing,Rhodamine autofl,Hsp90 Hop PPI,CRE Fsk mod,HADH2 inhib,ALOX15 inhib,DNA Pol III inh,Luciferase inh,Texas Red fluor,ERK AVP inh,Tau filament bind
COCc1nc(-c2cc(Br)ccc2OC)no1,-0.6%,i,2%,19%,12%,-8%,-3%,3%,i,-19%,3%
COc1cc(NC(=O)c2ccco2)c(OC)cc1NC(=O)CSc1nnc(-c2cccs2)n1C,.,i,-4%,?,20%,3%,-15%,-4%,i,2%,134%
COc1cccc(NC(=O)N2CCC(C(N)=O)(N3CCCCC3)CC2)c1,0.9%,i,-7%,-6%,-2%,7%,2%,2%,i,-30%,0%
CCCCCn1c(=O)[nH]c2cc(C(=O)NCCN3CCOCC3)ccc2c1=O,0.1%,i,-1%,-7%,25µM*,8%,-1%,1%,i,-12%,6%
COc1ccccc1NC(=O)c1cc2ccccc2o/c1=N\O,.,i,-17%,1%,-16%,?,-25%,-10%,i,21%,-16%
CC(=O)c1ccc(N2CCN(C(=O)c3ccc(NC(=O)C4CCCO4)cc3)CC2)cc1 (stereo not given),-2.5%,i,-1%,?,-7%,8%,1%,2%,i,33%[activator],-8%
COc1ccc2cc(CCNC(=O)C3CCCC3)c(=O)[nH]c2c1,0.6%,.,1%,1%,?,4%,-4%,2%,.,.,2%
CN(C)CC/C=C1\c2ccccc2CSc2ccccc21,-0.1%[20.6 µM],i,-1%[26 µM],-9%[17.1 µM],2%[25.6 µM],6%[25.6 µM],-3%[25.6 µM],5%[25.5 µM],?,-9%[25.7 µM],-6%[25.6 µM]
Oc1c(Cl)cc(Cl)c(Cl)c1Cc1c(O)c(Cl)cc(Cl)c1Cl,-0.9%,.,-3%,?,7.9µM*,5µM*,-2%,.,.,-9%,31%
CN(C)c1ccc(NC(=O)CSc2nc3c(c(=O)[nH]2)CCCC3)cc1,0.1%,i,0%,-1%,-3%,-20%,-6%,1%,i,-22%,10%
CCS(=O)(=O)C(=C(Nc1ccc(OC)cc1)Nc1ccc(OC)cc1)S(=O)(=O)CC,0.7%[0.0738 µM],.,-8%[11 µM],?,-3%[11.4 µM],2%[11.4 µM],-8%[11.4 µM],4%,.,-4%,-1%[11.4 µM]
COc1ccc(CNC(=O)CS(=O)Cc2nc(-c3ccccc3C)oc2C)cc1 (stereo not given),-1.5%,.,-4%[2.3 µM],-10%,-14%,2%,-5%,0%,.,20µM*,13%
COC(=O)c1cn(CCOc2ccccc2)c2ccccc12,-1.4%,i,25µM*,8%,1%,-3%,3%,-6%,i,13%,-8%
Cc1nc2cc(NC(=O)Nc3nccs3)ccc2n1C,0.1%,i,-4%,7%,3%,14%,-1%,6.3µM*,i,-8%,7%
COCc1c(C(=O)OCC(=O)c2c(N)n(CC(C)C)c(=O)n(C)c2=O)oc2ccccc12,-0.9%,i,-2%,12%,16%,-24%,0%,-2%,i,-18%,18%
Cc1nn(-c2ccccc2)c(Cl)c1C(=O)Nc1nnc(C2CCCC2)s1,.,i,-5%,0%,?,-14%,-2%,-1%,i,3%,10%
CC(=O)c1c(C(C)=O)c(C)n(Cc2ccccc2)c1C,-1.0%[9.22 µM],.,-3%,0%,-6%,-3%,0%,0%,.,-5%,5%
CCN(CC)CCCNS(=O)(=O)c1ccc(OC)cc1,0.1%[9.22 µM],.,0%,-3%,2%,-5%,-6%,4%,.,27%,4%
CCCCOP(=O)(c1ccc(N(C)C)cc1)C(O)c1ccncc1 (stereo not given),1.8%[0.369 µM],i,-5%,-6%,-10%,-30%,-5%,0%,?,6%,-13%

# A portion of the library; rates above refer to the full screens.
